Source: PubChem (several laboratories)
CD11b adhes inh: blocks human CD11b/CD18 adhesion to fibrinogen | hit rate 0.54% among 93,000 | inhibition, % at 10 µM | P05107+P11215 | K562 CD11b/CD18 adhesion to fibrinogen, ATPlite luminescence; Mn2+ added to activate the integrin | AID 1497;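 active means primary inhibition of 50% or more at 10 µM, then 40% or more on retest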; further: some results filed as inactive read as strong as hits
Mac1 fbg enh: CD11b/CD18-fibrinogen binding enhancement | P05107+P11215 | K562 CD11b/CD18 adhesion to fibrinogen, ATPlite luminescence | activation, % at 10 µM | hit rate 0.07% among 93,000 | AID 1499;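 active means 10 µM primary screen giving 50% or more activity, confirmed by 40% or more on retest at that dose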; further: strong numbers were not always called active; reference of the scale not given here
FAK inh: blocks human focal adhesion kinase activity; Q05397; biochemical FAK kinase activity assay; inhibition, %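 (tested at 7 µM)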; hit rate 0.84% among 97,000; AID 727; in the data active means inhibition above about 19%;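 further: 0% = DMSO and 100% = reference compound high control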
E coli WT exp: growth inhibitors of E. coli BW25113 wild type; OD600 absorbance; growth inhibition, % at 100 µM; hit rate 0.15% among 98,000; AID 710;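 active means growth inhibition above about 50% at one test dose, limit read from the data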;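 further: growth measured after 20 h incubation at 37 °C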
MT1-MMP txn act: MT1-MMP promoter transcription activation. HT1080 MT1-MMP promoter luciferase reporter, luminescence, overnight; hits give high values. activation factor at 10 µM. hit rate 0.16% among 86,000;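 active means activation factor of at least 2 for MT1-MMP transcription at 10 µM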
PLAP activator: activators of human placental alkaline phosphatase; activation fold at 20 µM; P05187; purified PLAP enzyme, luminescent substrate read-out; hits give high values; hit rate 1.2% among 96,000; in the data active means activation fold above about 2
Target sequence (P05187 whole entry, looked up): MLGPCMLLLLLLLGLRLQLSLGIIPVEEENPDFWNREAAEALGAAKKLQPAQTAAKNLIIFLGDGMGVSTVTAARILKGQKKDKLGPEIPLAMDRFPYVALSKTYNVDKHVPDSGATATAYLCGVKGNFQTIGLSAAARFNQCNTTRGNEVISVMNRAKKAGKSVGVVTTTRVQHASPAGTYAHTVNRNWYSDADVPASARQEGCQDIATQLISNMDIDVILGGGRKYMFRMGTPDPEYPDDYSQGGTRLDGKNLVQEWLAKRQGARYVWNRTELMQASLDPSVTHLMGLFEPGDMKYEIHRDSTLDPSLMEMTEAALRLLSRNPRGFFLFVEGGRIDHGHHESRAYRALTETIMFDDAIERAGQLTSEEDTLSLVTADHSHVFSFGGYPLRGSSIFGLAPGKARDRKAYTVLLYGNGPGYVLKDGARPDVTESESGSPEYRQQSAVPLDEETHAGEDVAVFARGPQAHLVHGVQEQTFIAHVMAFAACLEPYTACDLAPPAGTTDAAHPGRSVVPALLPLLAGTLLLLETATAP
ERb SRC1 inh: blocks coactivator binding to human estrogen receptor beta. Q92731. TR-FRET ER-beta LBD / SRC1-Cy5 peptide binding; receptor agonist-loaded with 1 µM estradiol. inhibition, % at 25.6 µM. hit rate 1.3% among 86,000. AID 633;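 active means compounds whose percent inhibition of the receptor-coactivator binding signal exceeds about 50% in the single-dose screen, limit read from the data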;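 further: 0% = receptor plus peptide wells without compound and 100% = peptide-only wells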
Target sequence (Q92731 whole entry, looked up, the tested form may be a part): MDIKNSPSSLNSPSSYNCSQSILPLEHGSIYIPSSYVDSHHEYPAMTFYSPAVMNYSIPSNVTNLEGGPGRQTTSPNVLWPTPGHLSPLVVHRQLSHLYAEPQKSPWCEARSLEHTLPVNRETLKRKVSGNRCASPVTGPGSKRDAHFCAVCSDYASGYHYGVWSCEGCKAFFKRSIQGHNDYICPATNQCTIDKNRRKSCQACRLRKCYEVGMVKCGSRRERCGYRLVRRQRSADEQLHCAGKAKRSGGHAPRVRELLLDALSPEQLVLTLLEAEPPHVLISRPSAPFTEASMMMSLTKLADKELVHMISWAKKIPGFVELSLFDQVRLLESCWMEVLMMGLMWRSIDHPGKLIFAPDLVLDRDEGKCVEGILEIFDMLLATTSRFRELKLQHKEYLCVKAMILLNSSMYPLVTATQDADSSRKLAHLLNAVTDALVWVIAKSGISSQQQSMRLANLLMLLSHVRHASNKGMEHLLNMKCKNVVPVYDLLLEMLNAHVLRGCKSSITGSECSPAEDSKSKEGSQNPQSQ
ERa coact pot: ER-alpha (human) coactivator binding potentiation; AID 639; TR-FRET ERalpha-LBD/SRC-Cy5 coactivator binding, 2 h; 100 = basal binding, no effect; coactivator binding (% of control), % at 25.6 µM; hit rate 1.3% among 86,000; P03372; in the data active means activity above about 200%;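 further: binding measured in presence of low estradiol as agonist stimulus; 0% = peptide alone without receptor and 100% = receptor with peptide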
ERa SRC1 inh: ER-alpha (human) coactivator binding inhibition; TR-FRET ER-alpha LBD / SRC-1 peptide, estradiol-bound; inhibition, % at 25.6 µM; hit rate 1.7% among 86,000; in the data active means inhibition above about 50%;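 further: 0% = receptor plus peptide control and 100% = peptide only without receptor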
Starred values were filed as active, the others as inactive; . = not tested or not shown; [ ] = remark or other dose.

SMILES | CD11b adhes inh | Mac1 fbg enh | FAK inh | E coli WT exp | MT1-MMP txn act | PLAP activator | ERb SRC1 inh | ERa coact pot | ERa SRC1 inh
CCOc1ccccc1C1C(C(=O)Nc2ccccc2OC)=C(C)Nc2nc(CCCO)nn21 (stereo unspecified) | 1 | -1 | . | 10 | 1.1 | 1.5 | -10 | 132 | -9
CCOc1cccc(Nc2cc3n(c(=O)n2)CCc2cc(OC)c(OC)cc2-3)c1 | 8 | -3 | 7 | -8 | . | 1.1 | . | . | .
O=C(COc1ccc(Cl)cc1Cl)NC(=O)N1CCCCC1 | -23 | 2 | 3 | 2 | 0.9 | 0.8 | -6[fluorescence artefact?] | 130 | -11
CC1(C)CC(NC(=O)C2CCCCC2C(=O)O)CC(C)(C)N1 (stereo unspecified) | -9 | -2 | . | . | 1.1 | 0.9 | 0 | 112[fluorescence artefact?] | -4
O=C(CSC1CCCCC1)Nc1nccs1 | -7 | -1 | -1 | 3 | 1.2 | 1 | -5 | 111 | -2
CN=C1SC(CC(=O)Nc2sc(C)c(C)c2C(=O)OC)C(=O)N1C (stereo unspecified) | -7 | -1 | 1 | -3 | 1 | 1.5 | -8 | 115 | 5
Cc1cc(-c2ccccc2)n2nc(C)c(C#N)c2n1 | 13 | 1 | 2 | 4 | 1.1 | 1 | -23[fluorescence artefact?] | 96 | -14
COc1ccc(-c2c3c(=O)n(C)c(=O)n(C)c3cn2N2CCOCC2)cc1 | -26 | -2 | -1 | 0 | . | 1.1 | . | . | .
COc1cc(NC(=O)C2CCCN2C(=O)OCc2ccccc2)cc(OC)c1 (stereo unspecified) | -12 | 1 | . | 2 | 1.2 | 0.8 | -18 | 102 | -33
COc1cccc(N2C(N)=NC(N)=NC2(C)C)c1 | . | . | 4 | 6 | 0.6 | 0.9 | -1 | 104[fluorescence artefact?] | -5
O=C(CSc1nnc(-c2cccs2)n1-c1ccccc1)N1CCCC1 | 4 | 12 | 6 | -7 | 0.9 | 1 | 12[fluorescence artefact?] | 82 | 11
CCOc1ccc(-n2c(-c3ccco3)n[nH]c2=S)cc1 | 10 | 1 | -3 | -1 | 1.1 | 1.1 | -1 | 109 | 0
O=C1NC(=O)C(CC(=O)N(Cc2ccco2)C2(C(=O)NC3CCCC3)CCCCC2)N1 (stereo unspecified) | 0 | -3 | -3 | 1 | . | 1.3 | -8 | 110[fluorescence artefact?] | -4
O=C(Nc1nnc(CCN2CCCCC2)s1)C1CCCCC1 | -38 | 1 | 0 | -4 | 1.1 | 0.9 | 8 | 109 | 2
CCCc1cc(=O)n2[nH]c(Cc3ccccc3)nc2n1 | -42 | -2 | -2 | -7 | 1.1 | 1.1 | -38 | 106 | -29
Nc1nonc1C(=O)NC(c1ccccc1)c1ccccc1 | -1 | -3 | 2 | 4 | 1.2 | 0.7 | -22[fluorescence artefact?] | 126[fluorescence artefact?] | -27
CC(C)(C)n1nc2c(c1NC(=O)CCCc1ccccc1)CS(=O)C2 (stereo unspecified) | -3 | 0 | 1 | 4 | 1 | 1.2 | -2 | 110 | -3
Cc1sc(NC(=O)c2cccc([N+](=O)[O-])c2)c(C(N)=O)c1-c1ccc(C(C)(C)C)cc1 | 10 | -4 | 0 | -12 | . | 1 | . | . | .
CCC(C(=O)Nc1nc(C)cs1)c1ccccc1 (stereo unspecified) | 5 | -2 | 1 | 11 | 1 | 0.8 | 13 | 96 | 6
CCOCCOC(=O)C1=C(C)N(C)C(=O)NC1c1cc(Cl)c(O)c(OC)c1 (stereo unspecified) | 2 | -7 | 0 | 0 | 1 | 1 | 4[fluorescence artefact?] | 109 | 4[fluorescence artefact?]
CN(C)Cc1c(O)ccc2occ(C(O)c3ccccc3)c12 (stereo unspecified) | 10 | 0 | 6 | 4 | 1.2 | 1.4 | -15 | 102 | -11[fluorescence artefact?]
COc1ccc(CN2CCn3ncc(C(=O)Nc4cc(C)cc(C)c4)c3C2=O)cc1 | -16 | -3 | 9 | 1 | 1.2 | 1 | 5[fluorescence artefact?] | 252*[fluorescence artefact?] | 15[fluorescence artefact?]
C=CCn1c(Cc2csc(N)n2)nnc1SCC(=O)OCC | -15 | -2 | 3 | 2 | 1.1 | 0.9 | -12 | 102 | -16
CCOc1ccc(NC(=O)CN2CCN(CC(=O)Nc3ccc(OC)cc3)CC2)cc1 | . | . | 2 | . | 0.9 | . | -12 | 110 | 5
CCOC(=O)c1c(NC(=O)CCC(=O)NCc2ccco2)sc2c1CCCC2 | 2 | -2 | 2 | -18 | 0.9 | 1 | 0 | 116 | -1

The closing 2 compounds of the section before come first, to join the parts:
SMILES | CD11b adhes inh | Mac1 fbg enh | FAK inh | E coli WT exp | MT1-MMP txn act | PLAP activator | ERb SRC1 inh | ERa coact pot | ERa SRC1 inh
CCOc1ccc(NC(=O)CN2CCN(CC(=O)Nc3ccc(OC)cc3)CC2)cc1 | . | . | 2 | . | 0.9 | . | -12 | 110 | 5
CCOC(=O)c1c(NC(=O)CCC(=O)NCc2ccco2)sc2c1CCCC2 | 2 | -2 | 2 | -18 | 0.9 | 1 | 0 | 116 | -1
CC(C)NC(=O)C(=O)NC1CCCCCC1 | 2 | -3 | 2 | 8 | 1.1 | 0.8 | 45 | 120 | 2
FC(F)(F)c1cnc(Oc2ccccc2-c2nnc(-c3ccc(Cl)cc3)o2)c(Cl)c1 | -4 | -4 | -5 | -6 | . | 1.2 | 5 | 115 | 7
O=C(O)c1cccc(-c2nnn(Cc3ccccc3Cl)n2)c1 | . | . | -2 | . | 0.6 | . | -1 | 99 | 21
S=C(c1ccc(N2CCOCC2)cc1)N1CCOCC1 | 5 | 10 | -2 | -8 | 1.1 | 1.1 | -10 | 106 | -23
O=c1c2cccnc2[nH]c(=S)n1CCC1=CCCCC1 | 2 | -5 | 6 | -9 | 1.4 | 1.1 | -6 | 104 | -1
Cc1ccc(C(=O)O/N=C(/c2nonc2N)N(C)C)cc1 | -4 | -3 | -1 | -1 | . | 1.2 | . | . | .
COC(=O)Cc1cc(=O)n(-c2nc3ccccc3s2)[nH]1 | -10 | 6 | -2 | 2 | 1.1 | 1.7 | -16 | 82 | -9[fluorescence artefact?]
COc1ccc2[nH]c(=O)c(CN(Cc3ccccc3)Cc3nnnn3CC3CCCO3)cc2c1 (stereo unspecified) | 8 | -3 | 6 | -9 | 1 | 1.4 | -6 | 124 | 2
O=C(NCCCn1ccnc1)C(Cc1ccc([N+](=O)[O-])cc1)N1C(=O)c2ccccc2C1=O (stereo unspecified) | . | . | 2 | . | 1.2 | . | -10[fluorescence artefact?] | 114 | -9
Cn1c(=NC(=O)c2ccco2)sc2cccc(F)c21 | -4 | 11 | 0 | -4 | 1.7 | 1 | . | . | .
C=CCSc1nnc(NC(=O)CSc2nc3ccccc3[nH]2)s1 | -1 | -7 | -3 | -2 | . | 0.9 | . | . | .
COc1ccccc1/C=C1\NC(=S)N(CC2CCCO2)C1=O (stereo unspecified) | -3 | -1 | -4 | -1 | . | 0.8 | . | . | .
O=C(Nc1ccc2c(c1)OCO2)OCc1ccccc1 | 0 | -3 | 2 | 5 | 0.9 | 1 | -14 | 103 | -12
COc1ccc(-c2noc(CCCOc3ccc(Cl)cc3Cl)n2)cc1 | 22 | -4 | 1 | -4 | 1.1 | 1 | -4 | 119 | -3
O=C(NC1CCCC1)c1cc(-c2cccs2)on1 | -3 | 1 | -3 | 11 | 1.1 | 0.9 | 40 | 95 | 6
O=C(Nc1ccc(Cl)cc1)C1CC=CCC1C(=O)OCC(F)(F)C(F)F (stereo unspecified) | . | . | 3 | 1 | 1.1 | 1.3 | -4 | 96 | 0
CC1CCCN(C(=O)CCCn2c(=S)[nH]c3ccccc3c2=O)C1 (stereo unspecified) | -26 | -2 | 0 | 5 | 1 | 1.6 | -7[fluorescence artefact?] | 106 | 2
C=CCNc1nnc(C)c2ccccc12 | -9 | -2 | -3 | 3 | 1.1 | 1 | -11[fluorescence artefact?] | 122 | 6[fluorescence artefact?]
CCOC(=O)CSc1nnc(CNC(=O)c2ccc(OC)cc2)n1C1CCCCC1 | . | . | -1 | 1 | 1.2 | 1.3 | 0 | 110 | 3
CN(C)c1ccc(C=Nc2cnn(C)c2C(N)=O)cc1 | -19 | 1 | 6 | 10 | 1.1 | 0.8 | 4[fluorescence artefact?] | 116[fluorescence artefact?] | 0
COc1cccc(/C(C#N)=C/c2c(-c3ccc(Cl)cc3)nc3c(C)cccn23)c1 | -16 | -1 | 9 | -13 | . | 1.2 | . | . | .
COc1ccc2c(c1)c(=O)cc(C)n2CC(=O)NCc1ccco1 | 0 | 0 | -4 | 7 | 1.1 | 7.6 | 34 | 84 | 20
Nc1cc(N)nc(SCC(=O)N2CCc3ccccc32)n1 | -5 | -2 | -2 | -5 | . | 0.9 | . | . | .
O=C(Cn1nc(Cc2cccnc2)c2ccccc2c1=O)NCC1COc2ccccc2O1 (stereo unspecified) | -7 | 1 | -3 | -3 | 1.1 | 0.9 | 25[fluorescence artefact?] | 92 | 13
Cc1ccc(/C=C(\C#N)C(=O)Nc2c(C)cccc2C)s1 | 1 | 0 | 1 | -2 | . | 0.8 | . | . | .

Sorted by heavy-atom count (falling): part of the list above.
SMILES | CD11b adhes inh | Mac1 fbg enh | FAK inh | E coli WT exp | MT1-MMP txn act | PLAP activator | ERb SRC1 inh | ERa coact pot | ERa SRC1 inh
O=C(NCCCn1ccnc1)C(Cc1ccc([N+](=O)[O-])cc1)N1C(=O)c2ccccc2C1=O (stereo unspecified) | . | . | 2 | . | 1.2 | . | -10[fluorescence artefact?] | 114 | -9
CCOC(=O)CSc1nnc(CNC(=O)c2ccc(OC)cc2)n1C1CCCCC1 | . | . | -1 | 1 | 1.2 | 1.3 | 0 | 110 | 3
O=C(Nc1ccc2c(c1)OCO2)OCc1ccccc1 | 0 | -3 | 2 | 5 | 0.9 | 1 | -14 | 103 | -12

Additional records
SMILES | CD11b adhes inh | Mac1 fbg enh | FAK inh | E coli WT exp | MT1-MMP txn act | PLAP activator | ERb SRC1 inh | ERa coact pot | ERa SRC1 inh
CCc1[nH]nc2c1C1(C(=O)N(Cc3ccccc3)c3ccccc31)C(C#N)=C(N)O2 (stereo unspecified) | -3 | 2 | -1 | 8 | 1.1 | 1.9 | 10 | 96 | 2
Cc1[nH]n(-c2ccccc2)c(=O)c1-c1cccc(Cl)c1 | . | . | 5 | -2 | 1.1 | 1.1 | 21 | 91 | 5
CCOC(=O)c1cc2n(n1)C(C(F)(F)F)CC(C)N2 (stereo unspecified) | -10 | -5 | 0 | 4 | 1.2 | 0.9 | 24 | 80 | 20
CCOCCn1c(SCCCc2ccccc2)nc2c1c(=O)[nH]c(=O)n2C | . | . | 1 | -12 | 1.1 | . | -5 | 95 | 3
CCOC(=O)N1CCC(Nc2c(Nc3cccc(CC)c3)c(=O)c2=O)CC1 | -5 | 1 | 4 | 2 | 1 | 1.4 | -4 | 98 | 1
CCc1c(C)nc2cc(-c3cc(OC)cc(OC)c3)nn2c1N1CCN(CCN2CCOCC2)CC1 | . | . | 2 | . | 1 | . | -15 | 105 | -24
CCN1CCN(C(C(=O)NC2CCCC2)c2ccc(Cl)cc2)CC1 (stereo unspecified) | -10 | -3 | . | 3 | 1.2 | 1.4 | -4 | 129 | 3
CCc1cc(=O)oc2c(CN3CCN(C)CC3)c(O)c(Cl)cc12 | -47 | -4 | 5 | 2 | 1.2 | 1.3 | 3 | 89 | 6
N#Cc1c(-c2ccccc2)[nH]c(=S)[nH]c1=O | 8 | -2 | -1 | -15 | 1.2 | 0.8 | -1 | 94 | -1
CCN=C1SC(C(=O)Nc2cccc(C)c2)CC(=O)N1CC (stereo unspecified) | 6 | -2 | 1 | 1 | . | 1 | -5 | 118 | 7
CCOC(=O)c1c(C)[nH]c(NC(=O)Nc2c(C)n(C)n(-c3ccccc3)c2=O)c1C | -14 | 1 | 0 | 4 | 1.1 | 1.3 | 3 | 114 | -6

Arranged by the number under Mac1 fbg enh (low to high): 4 from the list above.
molecule,Mac1 fbg enh
CCc1cc(=O)oc2c(CN3CCN(C)CC3)c(O)c(Cl)cc12,-4
CCN1CCN(C(C(=O)NC2CCCC2)c2ccc(Cl)cc2)CC1 (stereo unspecified),-3
N#Cc1c(-c2ccccc2)[nH]c(=S)[nH]c1=O,-2
CCOC(=O)c1c(C)[nH]c(NC(=O)Nc2c(C)n(C)n(-c3ccccc3)c2=O)c1C,1
